GSK3 alpha inh – blocks human GSK-3 alpha kinase. P49840. ADP-Glo luminescence, 60 min. inhibition, % at 10 µM. 320,000 compounds, 0.1% hits;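 in the data active = inhibition above about 50%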;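 note: GST-tagged GSK-3 alpha with peptide substrate and 25 µM ATP; 0% = DMSO neutral wells and 100% = GW8510 positive control wells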
Target sequence (P49840 whole entry, looked up): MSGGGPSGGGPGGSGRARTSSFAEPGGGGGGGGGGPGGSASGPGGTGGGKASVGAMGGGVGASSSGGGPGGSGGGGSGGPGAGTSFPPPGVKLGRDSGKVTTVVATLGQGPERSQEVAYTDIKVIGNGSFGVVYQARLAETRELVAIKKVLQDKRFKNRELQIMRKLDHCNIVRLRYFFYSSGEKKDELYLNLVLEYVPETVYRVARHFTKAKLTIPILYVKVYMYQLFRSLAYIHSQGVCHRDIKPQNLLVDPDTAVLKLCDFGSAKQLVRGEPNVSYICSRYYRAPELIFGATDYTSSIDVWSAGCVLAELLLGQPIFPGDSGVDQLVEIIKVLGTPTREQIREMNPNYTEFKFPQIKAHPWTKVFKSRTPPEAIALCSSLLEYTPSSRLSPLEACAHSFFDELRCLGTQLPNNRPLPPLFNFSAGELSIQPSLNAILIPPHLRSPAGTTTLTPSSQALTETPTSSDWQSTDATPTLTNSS
Starred values were filed as active, the others as inactive.

nr	molecule	GSK3 alpha inh
1	CCOC(=O)[C@H]1[C@H]2COc3cc(OC)ccc3[C@@H]2N2C(=O)CN(CC3CCCO3)C(=O)[C@@]12C (stereo partly drawn)	-2
2	CCC(CO)Oc1cc(NC(=O)c2ccc(OC)cc2)c2ncn(C(C)C)c2c1 (stereo not drawn)	7
3	O=C(c1cc(-c2cccc3ccccc23)nc2ccccc12)N1CCN(CCO)CC1	1
4	Cc1ccc(C)c(S(=O)(=O)N2CCN(Cc3cc4c(cc3O)OCO4)CC2)c1	-5
5	N#Cc1ccc(S(=O)(=O)N2CCN(C(=O)C3CC(=O)N(c4ccc5c(c4)OCCO5)C3)CC2)cc1 (stereo not drawn)	-4
6	CN(C(=O)CSc1nnc(-c2ccc(F)cc2)n1C)C1CCS(=O)(=O)C1 (stereo not drawn)	-2
7	CN1CCN(C(=O)c2ccc(S(=O)(=O)Nc3ccccc3)cc2)CC1	0
8	Cc1c(C(=O)N2CCN(c3ccc([N+](=O)[O-])cc3)CC2)oc2ccccc12	2
9	Cc1sc2nc(CSCC(=O)Nc3ccc(C(=O)N(C)C)cc3)[nH]c(=O)c2c1C	1
10	N#CCCCc1cc2cc(F)ccc2cn1	-2
11	Cc1cccn2c(=O)c3cc(C(=O)N4CCN(Cc5ccccc5)CC4)sc3nc12	-2
12	CCOc1ccccc1OCCC(=O)N1CCN(S(=O)(=O)c2ccccc2[N+](=O)[O-])CC1	-1
13	CCCN(C(=O)CCNC(=O)c1ccc(Cl)cc1)c1c(N)n(Cc2ccccc2)c(=O)[nH]c1=O	0
14	COc1cc2nc(N3CCN(C(=O)OCc4ccccc4)[C@H](C(=O)NC(C)(C)C)C3)nc(N)c2cc1OC	-5
15	COc1ccc(S(=O)(=O)Nc2cc(Cl)ccc2-n2cncn2)cc1	-1
16	Cc1cccc(NC(=O)CNC(=O)Cn2ncc(Cl)c(Cl)c2=O)c1C	-2
17	O=C(CSc1nnc(Nc2ccccc2)s1)NC1CC1	5
18	Cc1ccc(C(=O)O)cc1NC(=O)C1CCN(S(=O)(=O)c2ccc3c(c2)OCCO3)CC1	-1
19	CN(Cc1ccccc1)C(=O)c1ccc(NC(=O)C2CCN(C(=O)OC(C)(C)C)CC2)cc1	-2
20	Cc1noc(C)c1COc1ccc(C(=O)N2CCC(C(N)=O)CC2)cc1	-3
21	CSc1nc(N)nc2c1ncn2CC(=O)Nc1ccc(C)c(C)c1	-1
22	COc1ccc(S(=O)(=O)N(C)C[C@H]2Oc3ccc(NS(=O)(=O)c4ccccc4)cc3CC(=O)N([C@H](C)CO)C[C@@H]2C)cc1	3
23	COCc1c(C(=O)NCCc2ccc(OC(F)F)cc2)oc2ccccc12	1
24	COc1ccc(/C=C/C(=O)Nc2cccc(S(=O)(=O)NC3=NCCCCC3)c2)cc1OC	-2
25	C[C@@H](NC(=O)/C(C#N)=C/c1ccc(O)c(O)c1)c1ccccc1	0

Five consecutive records from above, for reference:
nr	molecule	GSK3 alpha inh
21	CSc1nc(N)nc2c1ncn2CC(=O)Nc1ccc(C)c(C)c1	-1
22	COc1ccc(S(=O)(=O)N(C)C[C@H]2Oc3ccc(NS(=O)(=O)c4ccccc4)cc3CC(=O)N([C@H](C)CO)C[C@@H]2C)cc1	3
23	COCc1c(C(=O)NCCc2ccc(OC(F)F)cc2)oc2ccccc12	1
24	COc1ccc(/C=C/C(=O)Nc2cccc(S(=O)(=O)NC3=NCCCCC3)c2)cc1OC	-2
25	C[C@@H](NC(=O)/C(C#N)=C/c1ccc(O)c(O)c1)c1ccccc1	0

(cont.)
nr	molecule	GSK3 alpha inh
26	C[C@H]1CN([C@@H](C)CO)C(=O)Cc2cc(NC(=O)CCC(F)(F)F)ccc2O[C@H]1CN(C)Cc1ccc(C(F)(F)F)cc1	-3
27	COc1cc(NC(=O)CSc2nnc3ccccn23)cc(OC)c1	0
28	C=C[C@@H]1c2ccccc2N(S(=O)(=O)c2ccc(C)cc2)[C@H](c2ccc(OC(C)=O)cc2)C1(C#N)C#N	-4
29	COc1ccc(S(=O)(=O)Nc2cccc3c2O[C@H](CN(C)CC2CCCCC2)[C@@H](C)CN([C@H](C)CO)C3=O)cc1	-1
30	CCc1ccc(C(=O)COC(=O)C2=NN(c3ccccc3)C(=O)CC2)cc1	0
31	O=C1CCCC/C=C\C[C@H](CC(=O)N(CCO)Cc2ccccc2)C(=O)NCCO1	-1
32	CC1CCC(NC(=O)c2cc(S(=O)(=O)N3CCCCC3)ccc2N2CCOCC2)CC1 (stereo not drawn)	-5
33	COc1cccc(NC(=O)CN(C)S(=O)(=O)/C=C/c2ccccc2)c1	0
34	CC1(c2ccc3ccccc3c2)NC(=O)N(CC(=O)N2CCCC(C(F)(F)F)C2)C1=O (stereo not drawn)	1
35	O=C(NCCC(=O)N1CCN(C(=O)c2ccco2)CC1)c1ccccc1Cl	3
36	CCOC(=O)c1ccc(NC(=O)c2nc[nH]c2C(=O)NCCCNC(=O)c2[nH]cnc2C(=O)Nc2ccc(C(=O)OCC)cc2)cc1	-2
37	COc1ccc(/C=C\C(=O)O[C@@H]2C(O)C(O[C@@H]3OC(C)[C@H](O[C@@H]4OCC(O[C@H]5O[C@H](CO)[C@@H](O)C(O)C5O)C(O)C4O)C(O)C3O)[C@H](OC(=O)[C@]34CCC(C)(C)C[C@@H]3C3=CCC5[C@@]6(C)CC(O)C(O[C@@H]7OC(CO)C(O)[C@H](O)[C@H]7O)[C@@](C)(C(=O)O)C6CC[C@@]5(C)[C@]3(CO)CC4)O[C@H]2C)cc1 (stereo partly drawn)	-5
38	COc1ccc([C@H]2CC(=O)C=C(c3ccc(SC)cc3)C2)cc1	-2
39	CC(CC(=O)Nc1cccc(S(=O)(=O)N2CCCCC2)c1)c1ccccc1 (stereo not drawn)	8
40	CCCCCC/C(C=O)=C\c1ccccc1	-2
41	CN(Cc1ccc(F)cc1)C(=O)CNC(=O)c1cccs1	0
42	COc1ccc2sc(-c3ccc(N(C)C)cc3)c(C#CCCO)c2c1	-1
43	CCn1c2ccccc2c2cc(NC(=O)C(C)OC(=O)c3ccc(NC(=O)CC#N)cc3)ccc21 (stereo not drawn)	-1
44	O=C1C=C(c2ccc(C(=O)O)cc2)C[C@@H](c2ccc3c(c2)OCO3)C1	17
45	O=C(CSc1ncccn1)N1CCCCCC1	2
46	COC(=O)[C@]1(C)N[C@H](c2ccc(-c3ccc(OC)cc3)cc2)[C@@H]2C(=O)N(C)C(=O)[C@@H]21	-1
47	O=C(NCCc1ccccc1)c1cc([N+](=O)[O-])ccc1N1CCOCC1	-5
48	CCOC(=O)c1ccccc1NC(=O)Cc1ccc(S(=O)(=O)N2CCCC2)s1	-1
49	CCCSc1ccc([C@H]2N[C@@](C)(C(=O)OC)[C@H]3C(=O)N(CC)C(=O)[C@@H]23)cc1	-2
50	O=C(COC(=O)CCc1nc2ccccc2c(=O)[nH]1)Nc1ccccc1	-2
51	COc1ccccc1CN(C)C(=O)COC(=O)c1c(C)noc1C	-3
52	O=C(c1cc(O)c(O)c([N+](=O)[O-])c1)c1ccccc1F	3
53	O=C(NCc1cccnc1)/C(=C/c1ccc([N+](=O)[O-])cc1)NC(=O)c1ccccc1	1
54	COc1ccc(CCNC(=O)c2oc3ccccc3c2C)cc1	-2
55	Cc1ccc(C)c(N2N=C(C(=O)Nc3cccc(S(=O)(=O)N4CCCCC4)c3)CCC2=O)c1	10
56	O=C(Cn1ccc(NC(=O)OCc2ccccc2)nc1=O)NCc1ccccn1	2
57	CN(C(=O)COC(=O)C12CC3CC(CC(C3)C1)C2)c1c(N)n(Cc2ccccc2)c(=O)[nH]c1=O	3
58	Cc1ccccc1/C=N/NC(=O)c1ccc(-n2cnnn2)cc1	0
59	CC(C)(C)c1ccc(-c2nnc(SCC(=O)NCC3CCCO3)n2N)cc1 (stereo not drawn)	1
60	COc1ccc(-c2c(-c3cc(OC)cc(OC)c3)n(C)c3ccc(-c4ccc5cc[nH]c5c4)cc23)cc1	4
61	C/C(=N\NC(=O)c1cc(C)nc2ccccc12)c1ccccn1	1
62	Cc1ccccc1C(=O)NC(=S)N(Cc1ccccc1)c1ccccn1	-1
63	CCN(CC)C(=O)OCCc1cc2ccccc2c(=O)o1	0
64	O=C(CCc1nc2sc3c(c2c(=O)[nH]1)CCCC3)NCC(=O)Nc1ccccc1Br	-3
65	COc1ccc2[nH]c(O)c(N=NC(=O)c3ccc(NS(=O)(=O)c4cccs4)cc3)c2c1	2
66	Cc1cccc(Oc2ccccc2NC(=O)C2=COCCO2)c1	0
67	Cc1cc(N2CCCC2)ccc1NC(=O)COc1ccc(Cl)cc1	-2
68	CC1(C)CC(=O)C=C(c2cccc(CO)c2)C1	7
69	Cc1ccc(C(=O)Nc2ccc(S(=O)(=O)NC3=NCCCCC3)cc2)cc1S(=O)(=O)N1CCOCC1	-3
70	O=C1/C(=C/c2ccc(O)c(O)c2)Oc2cc(O)ccc21	50
71	Nc1nc(COC(=O)C2CCN(C(=O)c3ccc(Cl)cc3)CC2)nc(Nc2ccccc2)n1	-3
72	Cc1ccnc2nc(C(=O)OCC(=O)N(CC(C)C)C3CCS(=O)(=O)C3)nn12 (stereo not drawn)	-1
73	CC(C)(C)OC(=O)C[C@@H]1C/C=C\C[C@@H](CC(=O)N[C@H](CO)Cc2ccccc2)C(=O)NCCOC1=O	-2
74	COc1ccc(-c2cn(Cc3ccc(C(N)=O)cc3)c(CCN)n2)cc1	7
75	COc1ccc(CCNC(=O)COC(=O)c2cc(=O)c3ccccc3o2)cc1	0

(cont.)
nr	molecule	GSK3 alpha inh
76	O=C(NCc1ccccc1Br)c1cccc2c1C(=O)c1ccc(N3CCC(Cc4ccccc4)CC3)cc1S2(=O)=O	-3
77	CC1CC(C)CN(C(=O)COC(=O)c2ccc([N+](=O)[O-])o2)C1 (stereo not drawn)	16
78	CCOc1ccc(CCN2C(=O)C3C4CCC(O4)C3C2=O)cc1OCC (stereo not drawn)	3
79	Cc1cccc(C(=O)OCC(=O)NCC2COc3ccccc3O2)c1 (stereo not drawn)	8
80	CC1CCN(C(=O)COC(=O)c2ccc3c(c2)OCCO3)CC1	-3
81	CC(NC(=O)COC(=O)CNC(=O)C1CCCCC1)c1ccccc1 (stereo not drawn)	-6
82	Cc1cccc(C(=O)OCC(=O)NC2CC2)c1O	1
83	Cc1onc(-c2c(F)cccc2Cl)c1C(=O)Nc1cccc(S(=O)(=O)N2CCOCC2)c1	4
84	Cc1ccc(S(=O)(=O)N2CCOCC2)cc1NC(=O)CSCc1c(C)noc1C	-4
85	CCCNC(=O)C(CC)NC(=O)c1cccc([N+](=O)[O-])c1 (stereo not drawn)	0
86	O=C(COC(=O)c1ccc(S(=O)(=O)C(F)F)cc1)Nc1ccccc1C(=O)NC1CC1	1
87	COc1ccc(-c2c(-c3cc(OC)cc(OC)c3)n(C)c3ccc(-c4cc(F)cc(OC)c4)cc23)cc1	-2
88	CC(=O)N[C@@H](CC(=O)N[C@H](CCC(=O)O)C(=O)O)C(=O)O	-2
89	COc1cc(C(=O)NCC(=O)Nc2c(C)cccc2C)ccc1OCc1ccccc1	-1
90	CCN1CCN(C(=O)C(C)Sc2nnc3nc(C)cc(C)n23)CC1 (stereo not drawn)	-2
91	O=C(NCCCl)Nc1ccccc1NS(=O)(=O)c1cccs1	-2
92	Cc1cccc(Oc2ccc(S(=O)(=O)N3CCCCC3)cc2NC(=O)C2=COCCO2)c1	3
93	Cn1c(CC(=O)NNC(=O)c2cccnc2)nc2ccccc21	16
94	CC(=O)c1c(C)[nH]c(C(=O)Nc2cccc(S(=O)(=O)N3CCCC3)c2)c1C	-2
95	COc1ccc(Cl)cc1-c1nc(SCC(=O)NC2CCS(=O)(=O)C2)n[nH]1 (stereo not drawn)	-1
96	O=C(COC(=O)CCNS(=O)(=O)c1cccs1)Nc1cc(C(F)(F)F)ccc1Cl	-3
97	CCN1C(=O)[C@H]2[C@@H](c3ccc(-c4ccc(F)cc4)c(OC)c3)N[C@@](Cc3ccccc3)(C(=O)OC)[C@H]2C1=O	2
98	COc1ccc(SCCN2CC[C@@H](O)CCC2=O)cc1	4
99	CSCCC(NS(=O)(=O)c1ccc(C)cc1)C(=O)NCC(C)(C)N1CCOCC1 (stereo not drawn)	0
100	COc1ccc(C(CNC(=O)C(CCSC)NC(=O)c2ccccc2Cl)N2CCCC2)cc1 (stereo not drawn)	-42
101	Cc1ccc(NC(=O)CN(C)C(=O)c2ccc3[nH]c4c(c3c2)CC(C)CC4)cc1 (stereo not drawn)	0
102	CCCCCCSc1cc(-c2nc3ccc(C)cn3c2NCCCC)ccc1OC	1
103	CCC(C)[C@H]1CNCCN1CCC12CC3CC(CC(C3)C1)C2 (stereo partly drawn)	5
104	c1cc2c(cc1CNc1ccc(N3CCOCC3)cc1)OCO2	-1
105	O=C(c1cc(C2CC2)nn1-c1ccccc1)N1CCN(S(=O)(=O)c2cccc(F)c2)CC1	2
106	CC(=O)c1ccc(OCCCC(=O)Nc2cccc(S(=O)(=O)N3CCCCCC3)c2)cc1	-1
107	CC(C)[C@H](NC(=O)c1ccccc1)C(=O)NC1CCCCCCC1	1
108	CC1CCN(C(=O)C(C)OC(=O)CSc2ccc([N+](=O)[O-])cc2)CC1 (stereo not drawn)	-2
109	Cn1c(SCC(=O)NCC2CCCO2)nnc1-c1ccc(Cl)cc1 (stereo not drawn)	-2
110	Cc1c(O)c(C)c2c(c1O)C(=O)C[C@@H](c1ccccc1)O2	-2
111	COc1cccc(-c2c(-c3cc(OC)cc(OC)c3)n(C)c3ccc(-c4cnc(OC)nc4)cc23)c1	0

Some of the entries so far, with values ahead of the structure:
| item | GSK3 alpha inh | compound |
| --- | --- | --- |
| 48 | -1 | CCOC(=O)c1ccccc1NC(=O)Cc1ccc(S(=O)(=O)N2CCCC2)s1 |
| 37 | -5 | COc1ccc(/C=C\C(=O)O[C@@H]2C(O)C(O[C@@H]3OC(C)[C@H](O[C@@H]4OCC(O[C@H]5O[C@H](CO)[C@@H](O)C(O)C5O)C(O)C4O)C(O)C3O)[C@H](OC(=O)[C@]34CCC(C)(C)C[C@@H]3C3=CCC5[C@@]6(C)CC(O)C(O[C@@H]7OC(CO)C(O)[C@H](O)[C@H]7O)[C@@](C)(C(=O)O)C6CC[C@@]5(C)[C@]3(CO)CC4)O[C@H]2C)cc1 (stereo partly drawn) |
| 46 | -1 | COC(=O)[C@]1(C)N[C@H](c2ccc(-c3ccc(OC)cc3)cc2)[C@@H]2C(=O)N(C)C(=O)[C@@H]21 |
| 36 | -2 | CCOC(=O)c1ccc(NC(=O)c2nc[nH]c2C(=O)NCCCNC(=O)c2[nH]cnc2C(=O)Nc2ccc(C(=O)OCC)cc2)cc1 |

This is a subset. The share of hits here may be higher or lower than overall.
